# From PubChem
# IkB signaling – IkB Signaling; 0.04% of 110,000 active; Potency, µM (doses to about 57.1 µM), inactives show top-dose IkBa stabilization activation; AID 445, 2006; ABC-DLBCL IkBa-CBG/CBR dual luciferase ratio, 4 h; response scale: scaled: untreated 0%, proteasome inhibitor 100%; active means well fitted curve in the direction sought with a large enough effect in the signal ratio, not every such curve was filed as active; inconclusive means small, poorly fitted or top-dose-only effect, or a change in a side signal; the % refers to the signal ratio;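 further: the direction sought is a rising ratio; 0% = basal untreated cells and 100% = reference inhibitor full response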
#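 Luminescence ratio of IκBα-fused green versus native red beetle luciferase in OCI-Ly3 cells, 4 h post-doxycycline with compound; red signal alone, scaled from basal (0%) to zero light (-100%), flagged nonspecific or cytotoxic effects.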
# p53ts 39C kill – qHTS Screen for Compounds that Selectively Target Cancer Cells with p53 Mutations: Cytotoxicity of p53ts Cells at the Nonpermissive Temperature. H1299-p53A138V viability at 39C, ATP luminescence, 24 h. Potency, µM (highest dose often 46.1 µM), for inactives: at the highest dose activity change, negative = cell killing, most hits filed as cytotoxic. 1.5% of 130,000 active; active means well fitted cell-killing curve with a large enough effect; inconclusive means small, poorly fitted or top-dose-only effect; inactive means no such curve, though single readings can be large or run the other way; further: nearly all actives have a fitted effect of over 55% in size
# * hit, by the source's call; u = inconclusive; x = not tested or not shown; [ ] = dose if it differs, or a comment. Unless noted, on the % scale 0 is the no-effect control and ±100 the full control effect; potency means the concentration at half of the fitted maximal effect. These rows are one share of the data; count on the stated rates, not on these rows.
Structure	IkB signaling	p53ts 39C kill
O=c1cc(-c2ccc(O)c(O)c2)oc2cc(O[C@@H]3O[C@@H](CO)[C@@H](O)[C@@H](O)[C@H]3O)cc(O)c12	0.9%[11.4 µM]	x
CCC[C@@H]1O[C@@H]2C[C@@H]3[C@@H]4CCC5=CC(=O)C=C[C@@]5(C)[C@H]4[C@H](O)C[C@@]3(C)[C@@]2(C(=O)CO)O1	u	x
CC(C)C[C@@H](CC(=O)N[C@@H](CCC(=O)O)CC(=O)O)NC(=O)[C@@H]1CCCC[C@H]1NC(=O)C[C@H](CCCN)NC(=O)C[C@H](Cc1ccccc1)NC(=O)[C@@H]1CCCC[C@H]1N	0.3%	x
CC(C)[C@@H]1OC(=O)C=CC=CC=CC=CC=CC[C@@H](O)[C@H](C)[C@@H](O)C[C@H](O)C[C@H](O)C[C@H](O)C[C@H](O)C[C@H](O)C[C@H](O)C=C[C@@H]1C	1.7%[11.4 µM]	x
CC(C)[C@@H](CC(=O)N[C@@H]1CCCC[C@H]1C(=O)N[C@H](CC(=O)N[C@@H](CCC(=O)O)CC(=O)O)Cc1ccccc1)NC(=O)C[C@H](CO)NC(=O)[C@@H]1CNCC[C@H]1N	0.0%	x
CC(C)C[C@@H](CC(=O)N[C@@H](CCC(=O)O)CC(=O)O)NC(=O)[C@@H]1CNCC[C@H]1NC(=O)C[C@@H](NC(=O)C[C@H](Cc1ccccc1)NC(=O)[C@@H]1CNCC[C@H]1N)C(C)C	0.3%	x
C=C1CC[C@@H](O)C/C1=C/C=C1\CCC[C@]2(C)[C@@H]1CC[C@H]2[C@@H](C)CCCC(C)C	1.7%[11.4 µM]	x
CC(C)C[C@@H](CC(=O)N[C@H](CC(=O)N[C@@H]1CCCC[C@H]1C(=O)N[C@H](CC(=O)N[C@@H](CCC(=O)O)CC(=O)O)CC(C)C)C(C)C)NC(=O)[C@@H]1CCCC[C@H]1N	1.9%	x
C[C@@H]1C(=O)O[C@@H]2C[C@@]34[C@H]5C[C@@H](C(C)(C)C)[C@@]36[C@@H](OC(=O)[C@@H]6O)O[C@]4(C(=O)O5)[C@@]12O	1.1%[11.4 µM]	x
N[C@H](COP(=O)(O)O)C(=O)O	1.1%	x
C=C[C@@](C)(O)CC[C@H]1[C@]2(C)CCCC(C)(C)[C@H]2CC[C@]1(C)O	0.9%[11.4 µM]	x
CC(C)[C@@H](CC(=O)N[C@@H]1CCCC[C@H]1C(=O)N[C@H](CC(=O)N[C@@H](CCC(=O)O)CC(=O)O)Cc1c[nH]c2ccccc12)NC(=O)C[C@H](Cc1c[nH]c2ccccc12)NC(=O)[C@@H]1CCCC[C@H]1N	-1.9%	x
NCCC[C@@H](CC(=O)N[C@@H]1CCCC[C@H]1C(=O)N[C@H](CC(=O)N[C@@H](CCC(=O)O)CC(=O)O)Cc1c[nH]c2ccccc12)NC(=O)C[C@H](CO)NC(=O)[C@@H]1CNCC[C@H]1N	1.1%	x
Cc1ccc(C[C@H](Cc2nc3ccccc3[nH]2)c2nc3ccccc3[nH]2)cc1	2.1%[11.4 µM]	x
Nc1cccc2nsnc12	1.8%[11.4 µM]	x
NC(=O)c1ncn([C@@H]2O[C@@H](CO)[C@@H](O)[C@H]2O)n1	8.1%	x
CC(=O)OC[C@@H]1O[C@@H](Oc2cc(OC(C)=O)c3c(=O)cc(-c4ccc(OC(C)=O)c(OC(C)=O)c4)oc3c2)[C@H](OC(C)=O)[C@H](OC(C)=O)[C@@H]1OC(C)=O	8.8%[11.4 µM]	x
CCN(CC)[C@@H](C)C(=O)N1c2ccccc2Sc2ccccc21	3.2%	x
CC(C)C[C@@H](CC(=O)N[C@@H](CCC(=O)O)CC(=O)O)NC(=O)[C@@H]1CCCC[C@H]1NC(=O)C[C@@H](NC(=O)C[C@H](Cc1ccccc1)NC(=O)[C@@H]1CNCC[C@H]1N)C(C)C	-2.0%	x
CC(C)C[C@@H](CC(=O)N[C@@H](CCCN)CC(=O)N[C@@H]1CCNC[C@H]1C(=O)N[C@H](CC(=O)N[C@@H](CCC(=O)O)CC(=O)O)Cc1ccccc1)NC(=O)[C@@H]1CCCC[C@H]1N	1.8%	x
CC(C)[C@@H](CC(=O)N[C@@H]1CCNC[C@H]1C(=O)N[C@H](CC(=O)N[C@@H](CCC(=O)O)CC(=O)O)Cc1ccccc1)NC(=O)C[C@H](CO)NC(=O)[C@@H]1CCCC[C@H]1N	-1.0%	x
CC(C)[C@@H](CC(=O)N[C@@H]1CCCC[C@H]1C(=O)N[C@H](CC(=O)N[C@@H](CCC(=O)O)CC(=O)O)Cc1ccccc1)NC(=O)C[C@H](CO)NC(=O)[C@@H]1CCCC[C@H]1N	0.8%	x
CC1=C(\C=C/C(C)=C/C=C\C(C)=C\C(=O)Nc2ccc(O)cc2)C(C)(C)CCC1	19%	x
N[C@H](Cc1ccc(O)c(I)c1)C(=O)O	-2.3%	x
NCCC[C@@H](CC(=O)N[C@@H]1CCCC[C@H]1C(=O)N[C@H](CC(=O)N[C@@H](CCC(=O)O)CC(=O)O)Cc1ccccc1)NC(=O)C[C@H](CO)NC(=O)[C@@H]1CNCC[C@H]1N	3.3%	x

Structure	IkB signaling	p53ts 39C kill
C=C1CC[C@@H]2[C@](C)(CC[C@@H](O)[C@]2(C)CO)[C@@H]1C/C=C1/C(=O)OC[C@H]1O	9.9%[11.4 µM]	x
NCCC[C@@H](CC(=O)N[C@@H]1CCCC[C@H]1C(=O)N[C@H](CC(=O)N[C@@H](CCC(=O)O)CC(=O)O)Cc1c[nH]c2ccccc12)NC(=O)C[C@H](Cc1c[nH]c2ccccc12)NC(=O)[C@@H]1CCCC[C@H]1N	2.9%	x
CC(C)C[C@@H](CC(=O)N[C@@H](CCCN)CC(=O)N[C@@H]1CCCC[C@H]1C(=O)N[C@H](CC(=O)N[C@@H](CCC(=O)O)CC(=O)O)Cc1ccccc1)NC(=O)[C@@H]1CCCC[C@H]1N	-0.2%	x
O=C(O)CCC/C=C\C[C@H]1[C@@H](/C=C\[C@@H](O)C2Cc3ccccc3C2)[C@H](F)C[C@H]1O	1.1%	x
CC(C)[C@@H](CC(=O)N[C@@H]1CCCC[C@H]1C(=O)N[C@H](CC(=O)N[C@@H](CCC(=O)O)CC(=O)O)Cc1c[nH]c2ccccc12)NC(=O)C[C@H](CO)NC(=O)[C@@H]1CNCC[C@H]1N	1.8%	x
Cc1cccc2sc(NC(=O)CN3C(=O)c4ccccc4C3=O)nc12	x	11%
N#C/C(=C\c1c[nH]c2ccccc12)C(=O)Nc1ncc(Cc2ccc(Cl)cc2Cl)s1	x	-13%
Cc1cccc(NC(=O)C2CC(=O)N/C(=N/N=C/c3ccco3)S2)c1 (centres undefined)	x	6%
Cc1ccc(C2=NN=C(NC(=O)CSc3nc(C)cc(C)n3)SC2)cc1	x	12%
COc1cccc(C(c2sc3nc(C)nn3c2O)N2CCC3(CC2)OCCO3)c1 (centres undefined)	x	11%
O=C(Cn1nc(CNc2ccc(Cl)cc2)[n+]2c1CCCCC2)c1ccc(Br)cc1	x	-6%
O=C(/C=C/c1ccccc1Cl)N(c1ccccn1)C1CCCCC1	x	-12%
C=CCNC(=S)NNC(=O)COc1c(Cl)cc(Cl)cc1Cl	x	-12%
CCSc1ncc(Cl)c(C(=O)Nc2ccccc2)n1	x	-10%
N#Cc1c(-c2ccccc2)nc(SCC(=O)N(c2ccccc2)c2ccccc2)[nH]c1=O	x	3%
O=C(CSc1ncccn1)N/N=C/c1cccc([N+](=O)[O-])c1	x	6%
N#C/C(=C\c1cccs1)C(=O)NCc1ccccc1	x	6%
C=CCNC(=O)c1cc2c(=O)n3cc(C)ccc3nc2nc1NCC1CCCO1 (centres undefined)	x	-1%
CC(C)c1ccccc1NC(=O)CCc1nc2ccccc2s1	x	4%
CC(C)(C)NC(=O)C12CC3CC(CC(Cl)(C3)C1)C2	x	-1%
CC(=O)/C(=N\Nc1ccc(Cl)cc1Cl)Sc1nnc(-c2ccccc2)n1-c1ccccc1	x	-8%
CCCC(=O)Nc1c(-c2ccccc2)c(=O)c(C)nn1-c1ccc(Cl)cc1	x	-2%
CCOc1ccc(C(=O)Nc2ccc(NC(=O)c3cccs3)cc2)cc1[N+](=O)[O-]	x	10%
COc1cc(C(O)P(=O)(OC(C)C)OC(C)C)cc(OC)c1OC (centres undefined)	x	16%
CCn1c(SCc2ccc([N+](=O)[O-])cc2)nnc1C(C)NC(=O)c1ccc(C)cc1 (centres undefined)	x	0%

# Random excerpt: five compounds from above, in no set order.
Structure	IkB signaling	p53ts 39C kill
CC(C)[C@@H](CC(=O)N[C@@H]1CCCC[C@H]1C(=O)N[C@H](CC(=O)N[C@@H](CCC(=O)O)CC(=O)O)Cc1c[nH]c2ccccc12)NC(=O)C[C@H](Cc1c[nH]c2ccccc12)NC(=O)[C@@H]1CCCC[C@H]1N	-1.9%	x
CC(C)[C@@H](CC(=O)N[C@@H]1CCNC[C@H]1C(=O)N[C@H](CC(=O)N[C@@H](CCC(=O)O)CC(=O)O)Cc1ccccc1)NC(=O)C[C@H](CO)NC(=O)[C@@H]1CCCC[C@H]1N	-1.0%	x
C=CCNC(=S)NNC(=O)COc1c(Cl)cc(Cl)cc1Cl	x	-12%
Cc1ccc(C2=NN=C(NC(=O)CSc3nc(C)cc(C)n3)SC2)cc1	x	12%
CC(C)[C@@H](CC(=O)N[C@@H]1CCCC[C@H]1C(=O)N[C@H](CC(=O)N[C@@H](CCC(=O)O)CC(=O)O)Cc1ccccc1)NC(=O)C[C@H](CO)NC(=O)[C@@H]1CCCC[C@H]1N	0.8%	x

# The list goes on.
SMILES,IkB signaling,p53ts 39C kill
O=c1c(Cl)c(N2CCN(c3ccc(F)cc3)CC2)cnn1C12CC3CC(CC(C3)C1)C2,x,-3%
COc1ccc(-c2nc3ccccc3c(=O)n2CCOc2ccc(C)cc2C)cc1,x,-20%
Cc1ccc(-n2c(N)c(C(=O)Nc3c(C)n(C)n(-c4ccccc4)c3=O)c3nc4ccccc4nc32)cc1,x,11%
CN(Cc1ccccc1)S(=O)(=O)c1ccc(NC(=S)NC(=O)C2CCCCC2)cc1,x,0%
Cc1cccc(N)c1SC1CCCCC1O (centres undefined),x,17%
CCOC(=S)SCC(=O)N1CCc2ccccc2C1C1C(=O)CC(C)(C)CC1=O (centres undefined),x,-1%
Cc1ccccc1OCCSCc1nc2ccccc2[nH]1,x,-6%
Cc1ccc(/C=N/NC(=O)CNC(=O)Cc2ccccc2)o1,x,9%
COc1ccc(Cn2c3ccc(OC)cc3c3nc4ccccc4nc32)cc1,x,13%
COc1ccc(Nc2nc(C)c(-c3ccccc3)s2)cc1,x,-28%
COC(=O)c1ccccc1NC(=S)N(Cc1ccc2c(c1)OCO2)Cc1cc2cccc(C)c2[nH]c1=O,x,-3%
CC(C)CNC(=O)c1ccccc1NC(=O)c1ccccc1N(C)S(=O)(=O)c1ccccc1,x,7%

# One compound at a time, from the list above. Values in the order: IkB signaling, p53ts 39C kill
# CC(C)CNC(=O)c1ccccc1NC(=O)c1ccccc1N(C)S(=O)(=O)c1ccccc1 is listed as x, 7%
# COc1ccc(Cn2c3ccc(OC)cc3c3nc4ccccc4nc32)cc1 is listed as x, 13%
# CCOC(=S)SCC(=O)N1CCc2ccccc2C1C1C(=O)CC(C)(C)CC1=O (centres undefined) is listed as x, -1%
# COc1ccc(-c2nc3ccccc3c(=O)n2CCOc2ccc(C)cc2C)cc1 is listed as x, -20%
# Cc1cccc(N)c1SC1CCCCC1O (centres undefined) is listed as x, 17%

# Continuation:
SMILES,IkB signaling,p53ts 39C kill
S=C(NCc1ccco1)Nc1cc(Cl)c(Cl)cc1Cl,x,6%
COC(=O)c1ccc(/C=C/c2ccc3cccc(OC)c3n2)cc1,x,-19%
COc1ccc(/C=C/C(=O)Nc2nonc2NC(C)=O)cc1,x,-1%
O=C(Nc1ccc(-c2nc3cc(Cl)ccc3c(=O)o2)cc1)c1ccco1,x,10%
CCOc1ccc(-n2cccc2C=O)cc1,x,8%
CC(C)c1cc(C(=O)NNC(=S)NCc2ccco2)c(O)c(C(C)C)c1,x,2%
COCCn1c(SCC(=O)Nc2ccccc2C)nc2c(oc3ccccc32)c1=O,x,-4%
COC(=O)C1=C(NC(=O)CCCCl)CCS1,x,6%
O=C(NC(=S)Nc1nc(-c2cccc3ccccc23)cs1)c1cc2ccccc2o1,x,-3%
CCc1ccc(N2NC(=O)/C(=C/C=C/c3ccco3)C2=O)cc1,x,-4%
Cc1cc(C(=O)NC(=S)Nc2ccccc2N2CCCC2)ccc1[N+](=O)[O-],x,3%
Cc1ccc(SCc2cc(=O)[nH]c(/N=C(\N)Nc3cccc4ccccc34)n2)cc1,x,22%

SMILES,IkB signaling,p53ts 39C kill
CSc1ncc(Cl)c(C(=O)Nc2ccccc2Cl)n1,x,12%
N/C(=N\c1nc(C(F)(F)F)cc(=O)[nH]1)Nc1ccc(Cl)cc1,x,7%
Cc1ccc2nc(N(CCN(C)C)C(=O)c3cc(Cl)sc3Cl)sc2c1,x,-1%
CSCC[C@H](NC(=O)c1cc([N+](=O)[O-])ccc1Cl)c1nc2ccccc2[nH]1,x,-4%
COc1ccc(CCNC(=O)COc2ccc(-c3ccc(C#N)cc3)cc2)cc1,x,7%
CC(C)C(=O)Nc1cccc(-c2csc(-c3ccccc3)n2)c1,x,-15%
